# Assay outcomes: PubChem BioAssay, several laboratories
# TbMetRS inhib: blocks T. brucei methionyl-tRNA synthetase activity; purified T. brucei MetRS, ATP depletion, Kinase-Glo luminescence; inhibition, % at 11.9 µM; hit rate 0.4% among 360,000;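 active means inhibition above a per-plate cutoff of the control wells' mean inhibition plus 3 SD, cut at about 5.5% in these data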;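 further: 0% = DMSO wells median and 100% = median of wells with control inhibitor compound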
#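 Material: parasite MetRS enzyme / Replication: singlicate, one well per compound / Signal: luminescence of leftover ATP / Schedule: 2 h aminoacylation at 25 °C after 15 min preincubation / Medium: HEPES-MgCl2-KCl buffer plus DTT, spermine, BSA, pyrophosphatase / Doses: 11.9 µM single point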
# SUMO1 PPI mod: alters human SUMO1 binding to SIM partners; SUMO1 binding to a labelled peptide, TR-FRET, 1 h; inhibition, % at 20 µM; P63165; AID 602429; hit rate 0.33% among 360,000; in the data active means inhibition above about 37%
# LMPTP block: blocks human LMPTP phosphatase. P24666. recombinant LMPTP-A, OMFP fluorogenic substrate, fluorescence intensity. inhibition, % at 20 µM. hit rate 0.22% among 360,000;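 active means compounds that cut the enzyme signal by at least half of the control window in the single-dose screen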;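 further: plate controls were DMSO wells with enzyme plus substrate for no effect and substrate without enzyme for full effect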
# Target sequence (P24666 whole entry, looked up): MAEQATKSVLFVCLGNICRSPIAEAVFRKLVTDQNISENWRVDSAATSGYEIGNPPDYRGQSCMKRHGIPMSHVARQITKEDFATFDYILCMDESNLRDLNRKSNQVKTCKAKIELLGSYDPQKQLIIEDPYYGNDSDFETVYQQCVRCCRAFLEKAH
#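 Test system: LMPTP-A phosphatase enzyme. Amount: LMPTP-A at 0.625 nM final in the reaction. Reagent: OMFP substrate, 400 µM final. Times: 50 min at room temperature. Signal: endpoint fluorescence intensity from OMFP dephosphorylation. Read-out basis: % inhibition. Benchmarks: no-enzyme and uninhibited controls.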
# PABP1 MLLE inh: blocks PAM2 peptide binding to the PABP1 MLLE domain | P11940 | AID 588489 | hit rate 0.36% among 360,000 | GST-MLLE / FITC-PAM2 fluorescence polarization | inhibition, % at 20 µM; in the data active means inhibition above about 35%, passing the limit was not always enough;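 further: plate controls were DMSO wells with GST-MLLE for no effect and wells lacking GST-MLLE protein for full effect; some results filed as inactive read as strong as hits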
# Scp1 inh: inhibitors of human Scp-1 phosphatase | Q9GZU7 | Recombinant Scp1, phosphopeptide, malachite green phosphate absorbance | inhibition, % at 20 µM | hit rate 0.88% among 340,000 | AID 493091;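 active means inhibition above about 50% at 20 µM, limit read from the data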;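 further: plate controls were DMSO wells with enzyme for no effect and wells lacking enzyme for full effect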
# Target sequence (Q9GZU7 76-261 limits assumed): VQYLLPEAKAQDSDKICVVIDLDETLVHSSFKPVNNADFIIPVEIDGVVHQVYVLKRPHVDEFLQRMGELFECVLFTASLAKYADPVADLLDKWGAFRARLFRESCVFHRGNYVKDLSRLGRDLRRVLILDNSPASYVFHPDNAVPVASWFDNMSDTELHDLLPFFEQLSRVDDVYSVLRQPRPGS
#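 Incubation: 45 min enzyme reaction at room temperature / System: truncated SCP-1 phosphatase (76-261aa) / Reagent: Phospho 17-mer peptide substrate / Buffer or medium: Acidic Tris acetate buffer with magnesium and detergent / Signal: absorbance at 630 nm / Doses: one concentration, 20 µM, with 1.0% DMSO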
# NadD block: NadD (S. aureus) enzyme inhibition. purified NadD enzyme, colorimetric absorbance read-out. inhibition, % at 20 µM. hit rate 0.78% among 360,000; in the data active means inhibition above about 26%; further: some compounds past the cut are filed as inactive
# Rpn11 block: blocks the human proteasome subunit Rpn11 | human 26S proteasome, Ub4-pepOG fluorescence polarization; 20S core pre-blocked with epoxomicin | hit rate 0.59% among 360,000 | AID 588493 | calls only at 20 µM | O00487;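 active means inhibition at 20 µM, scaled to each plate's controls, above about 33%, limit read from the data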
# Target sequence (O00487 whole entry, looked up): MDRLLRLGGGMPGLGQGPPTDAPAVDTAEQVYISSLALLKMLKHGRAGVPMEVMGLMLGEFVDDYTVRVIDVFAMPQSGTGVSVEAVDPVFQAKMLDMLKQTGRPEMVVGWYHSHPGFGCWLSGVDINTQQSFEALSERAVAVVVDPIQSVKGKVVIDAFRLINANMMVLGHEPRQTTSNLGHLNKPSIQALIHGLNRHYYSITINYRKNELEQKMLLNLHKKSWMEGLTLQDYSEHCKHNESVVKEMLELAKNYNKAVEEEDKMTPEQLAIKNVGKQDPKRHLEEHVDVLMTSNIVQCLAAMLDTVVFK
# DNMT1 block: inhibitors of human DNMT1 | P26358 | DNMT1 molecular beacon, Hinp1I cleavage, fluorescence | inhibition (reported as % activation of signal), % at 10 µM | hit rate 0.83% among 360,000 | AID 588458; in the data active means inhibition above about 50%
# STEP inh: blocks human striatal-enriched tyrosine phosphatase. inhibition, % at 20 µM. AID 588621. hit rate 0.25% among 360,000. recombinant STEP, OMFP fluorogenic substrate, fluorescence;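 active means inhibition at 20 µM, scaled per plate between control wells, above about 37%, limit read from the data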;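 further: 0% = DMSO with enzyme and substrate and 100% = substrate only without enzyme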
#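 System: isolated STEP enzyme; schedule: 20 min enzyme reaction at room temperature, protected from light; medium: Bis-Tris buffer pH 6.0, 2.5 mM DTT, 0.005% Tween 20; signal: fluorescence, 480/540 nm; dosing: single compound dose of 20 µM, 1% DMSO final; also added: OMFP substrate, 25 µM final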
# CSN inh: inhibitors of human CSN-mediated cullin deneddylation | Q92905 | Purified CSN, SCF-Nedd8-OG deneddylation, fluorescence polarization | inhibition, % at 12.5 µM | hit rate 0.38% among 360,000 | AID 651999;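 active means pattern-corrected inhibition above about 35%, with an unprinted fluorescence ratio check between 0.5 and 1.5, limit read from the data, passing the limit was not always enough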;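 further: 0% = enzyme with substrate and 100% = substrate without enzyme; some results filed as inactive read as strong as hits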
# Target sequence (Q92905 whole entry, looked up, one chain of several): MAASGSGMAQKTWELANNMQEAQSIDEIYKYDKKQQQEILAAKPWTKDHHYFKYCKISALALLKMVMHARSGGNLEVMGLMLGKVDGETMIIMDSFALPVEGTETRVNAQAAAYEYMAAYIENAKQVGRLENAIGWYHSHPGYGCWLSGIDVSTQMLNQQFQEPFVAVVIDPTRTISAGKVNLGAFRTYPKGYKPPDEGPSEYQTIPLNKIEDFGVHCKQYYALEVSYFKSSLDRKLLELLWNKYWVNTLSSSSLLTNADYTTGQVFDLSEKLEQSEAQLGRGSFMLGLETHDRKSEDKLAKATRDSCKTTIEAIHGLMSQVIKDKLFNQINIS
#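 Material: human Csn5 produced in HEK293T cells; Input: enzyme 0.24 nM; Reagent: SCFSkp2-Nedd8OG substrate at 10 nM final; Dosing: 12.5 µM compound; Incubation: 90 min reaction at room temperature; Detection: fluorescence polarization of the substrate; Evaluation: % inhibition of substrate cleavage by Csn5; Control set: substrate-only high control, full reaction low control.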
# Numbers without * were called inactive; i = inactive; nt = not tested or not shown.
# Sample of the layout, three compounds:
SMILES,TbMetRS inhib,SUMO1 PPI mod,LMPTP block,PABP1 MLLE inh,Scp1 inh,NadD block,Rpn11 block,DNMT1 block,STEP inh,CSN inh
CCOc1ccc(NC(=O)CN(C)C2=NS(=O)(=O)c3ccccc32)cc1,-0.3,-4,-1.6,-7,nt,1,i,2,-2,-2
COCC(=O)Nc1nc2ccc(S(C)(=O)=O)cc2s1,-0.2,0,-0.3,5,4,8,i,0,-1,1
CCOc1cc(/C=N/NC(=O)Cc2ccc(C(F)(F)F)cc2[N+](=O)[O-])ccc1O,1.6,-1,-0.4,-12,-2,-1,i,-8,-4,2

# The listing, repeating the preview:
SMILES,TbMetRS inhib,SUMO1 PPI mod,LMPTP block,PABP1 MLLE inh,Scp1 inh,NadD block,Rpn11 block,DNMT1 block,STEP inh,CSN inh
CCOc1ccc(NC(=O)CN(C)C2=NS(=O)(=O)c3ccccc32)cc1,-0.3,-4,-1.6,-7,nt,1,i,2,-2,-2
COCC(=O)Nc1nc2ccc(S(C)(=O)=O)cc2s1,-0.2,0,-0.3,5,4,8,i,0,-1,1
CCOc1cc(/C=N/NC(=O)Cc2ccc(C(F)(F)F)cc2[N+](=O)[O-])ccc1O,1.6,-1,-0.4,-12,-2,-1,i,-8,-4,2
CCc1ccc(NC(=O)[C@H](C)NC(=O)C2CCN(C(=O)[C@@H](N)C(C)C)CC2)cc1,-0.5,0,-1.8,13,-1,-10,i,0,2,-1
COc1ccc(CN2CCNC(=O)C2CC(=O)N2CCCCO2)c(OC)c1 (stereo not drawn),-0.5,-2,-0.2,-9,-8,11,i,-2,0,1
COc1ccc(S(=O)(=O)NC(C)C(=O)Nc2ccccc2)cc1Cl (stereo not drawn),-0.2,-12,-1.0,3,-4,-4,i,-2,0,-3
O=C(c1ccccc1)N1CCN(C(=S)NCc2ccco2)CC1,-0.3,8,-0.8,-70,-7,0,i,2,-2,-2
C=C1c2cc3c(cc2NC(=S)N1Cc1ccccc1)OCO3,0.2,-6,2.1,-13,10,12,i,-15,0,5
CCOC(=O)n1c(O)c(N=NC(N)=S)c2cc(C)ccc21,-0.7,-11,-2.1,19,-14,-1,i,-3,6,-5
CCN(CC)CCCNC(=O)CCn1nc(-c2ccc(Cl)cc2)ccc1=O,-0.3,-14,-0.6,-10,-19,-2,i,1,1,5
O=C(NCc1ccccc1)C1Cc2ccccc2CN1C(=O)c1ccco1 (stereo not drawn),-0.2,2,0.6,3,-12,-3,i,-6,-4,0
O=C(CN(C(=O)CCC(=O)Nc1ccccn1)c1cccc(F)c1)NCc1ccco1,0.3,4,0.4,-5,-6,0,i,2,-5,2
Cn1nnnc1Sc1ncnc2scc(-c3ccc([N+](=O)[O-])cc3)c12,-0.2,-29,-0.8,-15,-3,-2,i,10,0,6
O=C(c1ccc(=O)n(Cc2ccccc2)n1)N1CCN(C/C=C/c2ccccc2)CC1,-0.4,-4,0.6,5,6,-1,i,-9,-3,1
COc1cc(CC(=O)N(C)CC(=O)Nc2ccc(Cl)c(C(F)(F)F)c2)cc(OC)c1OC,0.7,7,1.7,-15,-8,2,i,-1,-1,2
Nc1ccc(N2CCCCC2)c(Cl)c1,0.2,3,1.6,0,-5,0,i,-3,0,-1
CCc1cc2c(=O)n(Cc3ccco3)c(SCC(=O)N(C)C3CCS(=O)(=O)C3)nc2s1 (stereo not drawn),0.0,2,1.1,31,-7,3,i,1,-2,11
CCOc1ccc2c(c1)OC(c1ccccc1)(C(F)(F)F)NC2=O (stereo not drawn),-0.1,3,-1.6,8,-4,0,i,-3,-3,1
Cc1ccc(Nc2nc(CSc3nnc(-c4ccccc4C)n3C)cs2)cc1,-0.2,2,-0.2,-24,7,-1,i,-10,0,-9
Cc1cccc(Oc2ncnc3oc(-c4ccccc4)cc23)c1C,-1.2,0,0.0,-4,-8,-3,i,-1,-1,-5
Cc1cccc(OCC(=O)N(Cc2ccco2)C2CCS(=O)(=O)C2)c1C (stereo not drawn),0.0,-2,0.8,10,-7,11,i,0,-2,-2
CCC(=O)Nc1ccc2c(c1)nc1n2CCN(C2CCCCC2)C1,0.3,-9,1.0,-14,-5,-5,i,-8,3,-4
CCc1ccc(C(=O)NNC(=O)CC2OC(=O)c3ccccc32)cc1 (stereo not drawn),-0.3,-1,0.4,-6,-3,-5,i,-2,-2,6
O=[N+]([O-])c1ccc(Cl)c(S(=O)(=O)NC2=NCCC2)c1,-0.4,-28,-1.3,3,44,-3,i,2,-1,-3
CCCCc1ccc(-n2nnnc2SCC(=O)Nc2cc(OC)c([N+](=O)[O-])cc2C)cc1,-0.2,-5,1.1,-21,-12,-4,i,-3,3,-9
# New compounds follow:
SMILES,TbMetRS inhib,SUMO1 PPI mod,LMPTP block,PABP1 MLLE inh,Scp1 inh,NadD block,Rpn11 block,DNMT1 block,STEP inh,CSN inh
O=C(OCc1cc(=O)n2cc(Br)ccc2n1)c1ccc(Cl)c(S(=O)(=O)NCc2ccccc2)c1,-0.8,-17,2.2,-10,8,11,i,16,1,-3
CN(C(=O)c1cn2ccccc2n1)c1c(N)n(Cc2ccccc2)c(=O)[nH]c1=O,-0.1,2,0.1,0,-4,-1,i,0,-1,-2
CCOc1ccc(NC(=O)CN2C(=O)NC(C)(c3ccc4c(c3)OCCCO4)C2=O)cc1OCC (stereo not drawn),-0.4,-2,0.3,-15,-5,9,i,-12,-1,0
CCOC(=O)N1CCN(C(=O)C2CC(c3ccccc3OC)=NO2)CC1 (stereo not drawn),-0.3,-1,-1.1,1,-3,-6,i,1,2,4
Cc1cc(C)cc(N2CCN(C(=O)N3CCOCC3)CC2)c1,-0.2,3,0.1,5,0,2,i,1,0,5
Cn1c(=O)c2c(nc(SCC(=O)N3CCOCC3)n2C)n(C)c1=O,0.2,0,-1.5,4,-3,0,i,3,-1,1
CC1CCCN(S(=O)(=O)c2ccc(NC(=O)c3cccc(-n4cnnn4)c3)cc2)C1 (stereo not drawn),0.2,3,-0.3,4,-9,1,i,-3,5,-4
OCCN1CN=C(Nc2nc3ccccc3o2)NC1,-0.2,-2,0.8,0,-2,-7,i,2,-1,-3
CCC[n+]1cn(/C(C(=S)Nc2cccc(Cl)c2C)=C(/[O-])c2ccc(OC)c(OC)c2)c2ccccc21,-0.7,0,0.2,13,0,-3,i,-3,2,5
CCc1ccc(CN(C)Cc2nc(Cc3ccccc3)no2)nc1,-0.7,-3,-1.1,12,6,-3,i,4,-4,1
Oc1ccccc1-c1cc(C(F)(F)C(F)F)[nH]n1,-0.5,2,1.1,-17,-9,-4,i,-4,-4,2
COc1ccc(N2C(=NC(C)=O)SC3CS(=O)(=O)CC32)cc1OC (stereo not drawn),-0.9,5,-2.1,2,-1,5,i,0,4,-3
Cc1cccc(-n2cc(CN(C)Cc3nccn3C)c(-c3cccc(F)c3)n2)c1,0.2,1,0.5,0,-1,0,i,-5,1,7
Fc1ccccc1CSc1nncn1NC/C=C/c1ccccc1,-0.4,-1,-3.0,-5,3,4,i,-4,-3,-1
Cn1[nH]cc(C=NC(N)=O)c1=O,-0.2,-1,-0.6,9,-2,0,i,-2,0,-2
Cc1ccccc1OC(C)C(=O)N1CCC(Cc2ccccc2)CC1 (stereo not drawn),0.1,-6,2.8,-5,-8,-5,i,2,0,0
CCOc1ccc(Nc2nc3ccccc3n2C)cc1,-0.2,6,4.4,3,7,-5,i,0,0,6
O=C(Nc1ccc2nc([C@@H]3O[C@H](CO)[C@@H](O)[C@H](O)[C@H]3O)[nH]c2c1)NC(c1ccccc1)c1ccccc1,0.4,4,1.6,4,nt,9,i,11,18,9
Cn1c2c(c(=O)n(C)c1=O)CN(Cc1ccccc1)CN2,0.0,1,-0.4,-4,nt,2,i,-1,4,0
Cc1ccc(C(=O)N2CCCCC2C(=O)O)cc1S(=O)(=O)N1CCCCC1 (stereo not drawn),-0.3,2,-1.7,5,-1,-1,i,-4,-4,-3
COc1ccc(CCNC(=O)C2CCC(=O)N2Cc2ccccc2Cl)cc1OC (stereo not drawn),0.1,6,-1.3,-13,-7,-2,i,2,-2,0
Cc1occc1C(=O)NNC(=O)C(c1ccccc1)c1ccccc1,0.0,1,-0.3,5,-4,-1,i,2,-2,4
O=S(=O)(NCCCO)c1ccc2c(c1)Cc1cc(S(=O)(=O)NCCCO)ccc1-2,0.0,0,-0.4,-9,-3,5,i,1,-2,-4
CCCCCCOC(=O)Cc1c(C)nc(N)[nH]c1=O,1.0,3,0.1,0,-2,-7,i,0,-3,0
O=C(O)CCC(NS(=O)(=O)c1ccc(N2CCCC2=O)cc1)C(=O)O (stereo not drawn),0.1,36,-2.1,9,-7,-3,i,1,-2,2
CN(C)C(=S)Nc1ccc(Br)cc1Cl,0.1,3,-0.8,-63,-17,7,i,1,-3,-3

# Arranged by the number under SUMO1 PPI mod (falling): some entries from above.
Compound | TbMetRS inhib | SUMO1 PPI mod | LMPTP block | PABP1 MLLE inh | Scp1 inh | NadD block | Rpn11 block | DNMT1 block | STEP inh | CSN inh
O=C(O)CCC(NS(=O)(=O)c1ccc(N2CCCC2=O)cc1)C(=O)O (stereo not drawn) | 0.1 | 36 | -2.1 | 9 | -7 | -3 | i | 1 | -2 | 2
Oc1ccccc1-c1cc(C(F)(F)C(F)F)[nH]n1 | -0.5 | 2 | 1.1 | -17 | -9 | -4 | i | -4 | -4 | 2
OCCN1CN=C(Nc2nc3ccccc3o2)NC1 | -0.2 | -2 | 0.8 | 0 | -2 | -7 | i | 2 | -1 | -3
